From PubChem
Vc quorum ag = induces V. cholerae light production without autoinducers; activation, % at 18.7 µM; V. cholerae BH1578 lux reporter, luminescence, 6 h; 350,000 tested, 0.16% active; in the data active = activation mostly above about 9.7%, no sharp cut-off; also: not every result past the cut was called active; inactives centre near 0; reference of the scale not given here
Rv3671c inh = Rv3671c (M. tuberculosis) protease inhibition; P9WHR9; AID 2606; 320,000 tested, 0.048% active; inhibition, % at 5.96 µM; in the data active = inhibition above about 38%;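 also: extracellular domain of Rv3671c used as enzyme; 0% = enzyme with DMSO and 100% = no enzyme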
Target sequence (P9WHR9 whole entry, looked up, the tested form may be a part): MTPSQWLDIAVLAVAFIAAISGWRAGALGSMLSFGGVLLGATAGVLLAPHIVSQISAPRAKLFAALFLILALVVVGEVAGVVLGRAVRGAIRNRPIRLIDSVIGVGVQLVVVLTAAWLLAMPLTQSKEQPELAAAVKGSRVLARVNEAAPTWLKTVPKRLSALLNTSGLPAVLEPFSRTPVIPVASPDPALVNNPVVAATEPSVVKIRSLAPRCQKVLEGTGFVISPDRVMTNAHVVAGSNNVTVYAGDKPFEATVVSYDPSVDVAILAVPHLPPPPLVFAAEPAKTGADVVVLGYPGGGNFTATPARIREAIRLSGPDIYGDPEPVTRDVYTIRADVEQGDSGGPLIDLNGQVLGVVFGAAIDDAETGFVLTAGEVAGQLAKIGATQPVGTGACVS
SSB-PriA inh = blocks PriA binding to SSB C-terminal tail. 430,000 tested, 0.6% active. inhibition, % at 33 µM. AlphaScreen SSBct-PriA binding, biotinylated peptide; in the data active = inhibition mostly above about 37%, no sharp cut-off; inactive = mostly below about 20%;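 also: plate controls were negative control peptide for no effect and reference peptide for full effect; strong numbers were not always called active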
MazEF act = increases E. coli MazEF RNase cleavage of RNA. 350,000 tested, 0.32% active. activation, % at 20 µM. P0AE70. FAM/BHQ RNA-DNA oligo cleavage fluorescence, 5 h; in the data active = activation above about 50%
Target sequence (P0AE70 whole entry, looked up): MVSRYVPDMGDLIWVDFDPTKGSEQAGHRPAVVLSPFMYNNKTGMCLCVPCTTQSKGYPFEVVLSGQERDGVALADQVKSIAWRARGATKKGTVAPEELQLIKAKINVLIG
Mtb FBA inh = Mtb fructose-bisphosphate aldolase inhibition; AID 588726; inhibition, % at 1 µM; P9WQA3; purified M. tuberculosis FBA, fluorescence read-out; 360,000 tested, 2.3% active; in the data active = inhibition above about 27%;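 also: 0% = vehicle and 100% = reference inhibitor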
Target sequence (P9WQA3 whole entry, looked up): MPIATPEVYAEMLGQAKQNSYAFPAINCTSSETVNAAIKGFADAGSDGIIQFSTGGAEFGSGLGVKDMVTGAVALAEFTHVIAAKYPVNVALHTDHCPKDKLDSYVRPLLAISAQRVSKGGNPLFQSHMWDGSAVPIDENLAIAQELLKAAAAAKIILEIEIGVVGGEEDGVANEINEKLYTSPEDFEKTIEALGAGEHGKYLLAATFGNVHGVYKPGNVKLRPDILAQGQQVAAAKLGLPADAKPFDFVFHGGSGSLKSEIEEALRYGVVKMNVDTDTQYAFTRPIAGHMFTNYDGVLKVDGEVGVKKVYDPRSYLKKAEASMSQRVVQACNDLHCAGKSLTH
Mtb BioA inh = BioA (M. tuberculosis) enzyme inhibition. purified M. tuberculosis BioA enzyme, plate reader. 360,000 tested, 0.096% active. inhibition, % at 9.99 µM; in the data active = inhibition above about 40%
GDH-TPI counter = counter-screen for M. tuberculosis FBA inhibitors: GDH-TPI coupled enzymes. GDH-TPI coupled enzyme counterscreen, NADH absorbance. inhibition, % at 4.8 µM. 360,000 tested, 1.2% active; in the data active = inhibition above about 30%;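 also: 0% = DMSO wells and 100% = wells lacking the enzyme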
Mtb UGM inh = Mtb UDP-galactopyranose mutase inhibition; P9WIQ1; purified UGM, fluorescence polarization probe displacement; inhibition, % at 10 µM; 320,000 tested, 0.06% active; AID 504406; in the data active = inhibition above about 10%, passing the limit was not always enough
SARS 3CLpro inh = SARS-CoV 3CLpro protease inhibition. 290,000 tested, 0.14% active. inhibition, % at 6 µM. P0C6X7. recombinant SARS-CoV 3CLpro, quenched FRET peptide cleavage; in the data active = inhibition above about 12%
VHR inh abs = inhibitors of human VHR1 phosphatase (DUSP3) | recombinant VHR phosphatase, pNPP absorbance | inhibition, % at 13.3 µM | 290,000 tested, 0.52% active; in the data active = inhibition above about 50%; also: some compounds called inactive have numbers as strong as hits
Target sequence (P51452 whole entry, looked up): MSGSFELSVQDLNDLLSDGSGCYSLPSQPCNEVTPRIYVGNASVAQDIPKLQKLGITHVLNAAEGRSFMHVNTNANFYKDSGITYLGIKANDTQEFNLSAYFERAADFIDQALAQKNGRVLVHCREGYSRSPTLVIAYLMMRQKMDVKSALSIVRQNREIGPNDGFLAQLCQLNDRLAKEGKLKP
An asterisk follows results filed as active; i = inactive; · = not tested or not shown; & = joins results of further samples. Only part of the results is shown (hit frequency here may not be typical).

smiles | Vc quorum ag | Rv3671c inh | SSB-PriA inh | MazEF act | Mtb FBA inh | Mtb BioA inh | GDH-TPI counter | Mtb UGM inh | SARS 3CLpro inh | VHR inh abs
CN(CC(=O)NCCc1ccc(Cl)cc1)S(=O)(=O)c1ccc2c(c1)c(=O)n(C)c(=O)n2C | -0.3 | -0.8 | -9.2 | 4.0 | -0.1 | 2.8 | 5.3 | 1.0 | 1.7 | 20.8
Cc1ccccc1-n1c(=O)[nH]c(=O)c2c(N)c(C(=O)c3ccc(Cl)cc3)sc21 | 0.8 | -5.1 | 2.8 | -30.2 | 3.5 | · | 11.4 | 1.3 | -0.3 | 4.1
CCOC(=O)c1cc(CC)sc1NC(=O)C1CC1 | 4.2 | -2.6 | -36.9 | -1.2 | 1.1 | -2.8 | 9.6 | -2.9 | -8.6 | 2.9
COc1cc(/C=C/C(=O)O)cc(Br)c1O | i | -12.3 | -2.2 | 0.3 | 2.0 | 0.6 | 11.0 | 3.9 | 0.4 | 37.7
COc1ccccc1C(CC(=O)N1CCCC1)c1ccc2c(c1)OCO2 (configuration not stated) | 1.4 | 5.1 | -12.2 | 6.2 | 4.6 | · | 3.7 | 3.9 | -1.5 | 16.0
COCCCNC(=O)CSc1ccc(Cl)cc1 | -0.1 | -0.5 | -1.0 | 14.0 | 0.2 | -2.3 | 1.7 | -0.9 | -0.1 | -1.4
Nc1cc(N)cc(C(=O)OCC(=O)Nc2cc(S(=O)(=O)N3CCCCC3)ccc2Cl)c1 | i | 6.4 | 1.5 | 6.5 | -0.4 | -1.1 | 15.8 | 0.3 | -0.4 | 28.4
O=C(N/N=C/c1ccncc1)c1ccc(OCc2ccccc2)cc1 | 0.5 | -10.1 | i | 1.5 | -3.3 | · | 3.6 | -4.6 | -1.5 | 0.0
COc1ccc(C(=O)c2c[nH]c3ccccc23)cc1 | 2.3 | 1.1 | -9.3 | -1.4 | -0.7 | -0.1 | 14.2 | 0.5 | 5.8 | 21.3
Cc1ccc(-c2nc(C#N)c(NCc3cccc4c3OCO4)o2)cc1 | 7.1 | -6.2 | 28.3 | -1.3 | 21.4 | -0.6 | 12.4 | -3.9 | -1.1 | -5.4
CCCCN1C(=O)C(O)(c2ccccc2)c2cc(Br)ccc21 (configuration not stated) | -0.8 | -2.6 | -18.2 | 2.8 | 1.6 | 2.0 | 4.7 | -2.8 | 2.3 | -2.2
CC(=O)c1cc(OC(=O)N2CCOCC2)ccc1OC(=O)N1CCOCC1 | i | 2.2 | 3.0&-7.5 | 3.1 | 1.3 | -1.3 | -13.0 | 1.2 | 1.9 | 21.3
O=C(NC(=S)Nc1ccc(F)c(Cl)c1)C1CC1 | -2.2 | -4.5 | -17.2 | 1.3 | 2.6 | 1.2 | -6.7 | -0.9 | -0.5 | -4.0
Cc1ccc(Cn2nnnc2CN2CCC(NC(=O)C(C)(C)C)CC2)cc1 | -0.3 | 2.1 | -8.9 | -29.3 | 4.4 | · | 3.9 | -1.3 | 5.1 | -31.2
CC1CN(c2nc3c(c(=O)[nH]c(=O)n3C)n2Cc2ccccc2F)CC(C)O1 (configuration not stated) | -0.4 | 2.8 | -5.2 | 6.8 | 4.1 | -1.2 | -6.8 | -0.7 | -1.6 | 17.2
COc1ccc(/C=C\C(=O)CC(O)(c2ccccc2)C(F)(F)F)cc1 (configuration not stated) | 1.7 | -2.7 | 2.1 | -2.8 | -3.6 | · | 24.1 | -2.3 | 0.2 | -8.3
Cc1ccc(NS(=O)(=O)c2ccc(CCC(=O)NCCO)cc2)cc1 | -0.2 | -3.0 | -23.1 | -4.2 | 1.0 | -2.0 | 12.4 | 1.2 | 2.3 | 34.7
CCc1nc2c(OCc3ccc(Cl)cc3)cccn2c1N(C)C(=O)c1ccc(C)cc1 | -0.5 | · | · | · | -1.4 | -1.6 | 0.4 | · | · | ·
NS(=O)(=O)c1cccc(Nc2nc3ccccc3nc2NS(=O)(=O)c2ccc(Cl)cc2)c1 | i | 11.8 | -7.3 | 26.1 | 24.4 | 5.4 | 12.5 | 2.7 | · | ·
COc1cccc(NC(=S)N2CCn3c(nc4ccccc43)C2)c1 | i | 0.3 | 5.4 | 1.0 | 4.0 | · | -1.6 | 0.2 | 1.3 | -16.0
O=C(NCC(=O)N(c1ccccc1F)C(C(=O)NCC1CCCO1)c1ccccc1)c1ccco1 (configuration not stated) | i | -6.8 | 2.5 | -15.6 | 1.4 | -1.6 | -5.3 | 1.2 | -3.5 | 22.1
Cc1ccc(C)c(NC(=O)CSc2sc3c(O)cc(=O)[nH]c3c2C#N)c1 | -0.2 | -8.6 | -15.7 | -4.1 | 1.2 | 0.2 | 9.6 | 0.8 | -0.6 | 15.8
C=C[C@H]1CN2CC[C@H]1C[C@H]2[C@H](O)c1ccnc2ccccc12 | -5.8 | -3.7 | -5.0 | 5.4 | -1.9 | 0.0 | -0.5 | -0.4 | · | ·
CC(C)c1cc(Nc2cccc(O)c2)cc(C(C)C)c1O | · | 1.5 | · | · | · | · | · | 0.8 | -1.5 | 19.2
Clc1ccc(C2=Nn3c(nnc3-c3n[nH]c4c3CCC4)SC2)cc1Cl | -0.4 | -9.0 | -7.7 | -14.1 | 0.7 | 1.7 | 9.6 | 0.4 | 3.8 | 17.6

Brought forward from above: 5 compounds, followed by the next part.
smiles | Vc quorum ag | Rv3671c inh | SSB-PriA inh | MazEF act | Mtb FBA inh | Mtb BioA inh | GDH-TPI counter | Mtb UGM inh | SARS 3CLpro inh | VHR inh abs
O=C(NCC(=O)N(c1ccccc1F)C(C(=O)NCC1CCCO1)c1ccccc1)c1ccco1 (configuration not stated) | i | -6.8 | 2.5 | -15.6 | 1.4 | -1.6 | -5.3 | 1.2 | -3.5 | 22.1
Cc1ccc(C)c(NC(=O)CSc2sc3c(O)cc(=O)[nH]c3c2C#N)c1 | -0.2 | -8.6 | -15.7 | -4.1 | 1.2 | 0.2 | 9.6 | 0.8 | -0.6 | 15.8
C=C[C@H]1CN2CC[C@H]1C[C@H]2[C@H](O)c1ccnc2ccccc12 | -5.8 | -3.7 | -5.0 | 5.4 | -1.9 | 0.0 | -0.5 | -0.4 | · | ·
CC(C)c1cc(Nc2cccc(O)c2)cc(C(C)C)c1O | · | 1.5 | · | · | · | · | · | 0.8 | -1.5 | 19.2
Clc1ccc(C2=Nn3c(nnc3-c3n[nH]c4c3CCC4)SC2)cc1Cl | -0.4 | -9.0 | -7.7 | -14.1 | 0.7 | 1.7 | 9.6 | 0.4 | 3.8 | 17.6
COc1ccccc1/C=C/CN1CCC(n2nccc2NC(=O)C2CC2)CC1 | i | -4.2 | 4.4 | 3.5 | 2.2 | 0.6 | 6.3 | 0.2 | 6.2 | 33.8
O=C(O)Cn1nc(-c2ccccc2)oc1=O | i | 7.9 | -9.8 | 4.6 | 2.5 | · | 9.3 | 0.4 | -1.3 | -3.8
O=C(Oc1ccccc1Cl)c1ccc(-n2cncn2)nc1 | -0.7 | 9.0 | 1.9 | 0.9 | 0.4 | -0.4 | 11.0 | 0.8 | -6.2 | 23.1
Cc1ccc(-c2ccc(CN3C(CC(C)C)C(=O)N(Cc4cn(CCC5OCCCO5)nn4)CCS3(=O)=O)cc2)cc1 (configuration not stated) | -0.4 | · | · | 26.9 | -0.6 | -0.5 | 1.4 | · | · | ·
O=C(CSc1ccc(-c2ccc(F)cc2)nn1)NCCc1ccccc1 | i | -3.4 | -14.0&-1.0&-13.5 | 3.4 | -0.9 | · | -1.9 | 2.2 | -2.8 | 15.2
O=C(CSc1nnc(-c2ccccc2F)o1)NC1CCCCC1 | -0.1 | -1.8 | 0.1 | -6.0 | 2.5 | -1.9 | 4.5 | 1.1 | -1.9 | 18.7
CC(=O)Nc1ccc(S(=O)(=O)N2CCN(CCC#N)CC2)cc1 | -0.2 | 3.3 | 1.1 | 8.9 | -2.2 | -0.4 | -3.0 | 0.9 | -1.4 | 19.3
CCOc1ccccc1N(C)C(=O)c1ccc2c(=O)n3c(nc2c1)CCCCC3 | -0.3 | -0.5 | 7.2 | 0.2 | -0.8 | 1.0 | 0.0 | 1.2 | 1.1 | 12.5
Cc1cccc(CCNC(=O)CCS(=O)(=O)c2cc3c(cc2C)NC(=O)CO3)c1 | -0.3 | -3.1 | -11.6 | 8.1 | 4.0 | -3.5 | 15.8 | 3.7 | -3.4 | 21.2
CN(CCc1ccccc1)Cc1c[nH]c2ccccc12 | i | 1.5 | -16.9 | 5.9 | 5.1 | 2.2 | 13.7 | 1.0 | -5.4 | -0.5
O=[N+]([O-])c1ccc(O)c(/C=N/n2cnnc2)c1 | i | 7.7 | · | -3.7 | -4.6 | -1.6 | 13.5 | 3.9 | -3.2 | 39.1
CCCCNC(=O)/C=C1\Sc2ccccc2NC1=O | i | -11.1 | -9.8 | -0.2 | -3.0 | -2.3 | 3.8 | -2.7 | 4.1 | 6.8
Cc1ccc(S(=O)(=O)N2C[C@H]3[C@H]4C(=O)N(c5ccccc5)C(=O)[C@H]4C[C@H](OC(=O)NC4CCCC4)[C@@]3(O)C2)cc1 | -0.4 | · | · | 2.4 | -0.7 | -0.3 | -6.6 | · | · | ·
CCn1c(SCC(=O)NNC(=O)c2ccc(C)cc2)nnc1-c1ccncc1 | -0.3 | 2.6 | 1.3 | 1.8 | 1.3 | · | 1.0 | 0.4 | -7.8 | ·
O=S(=O)(NCCc1ccccc1)c1ccc(Br)s1 | -0.3 | -7.4 | -15.7 | -2.1 | 1.6 | 0.0 | 1.0 | 2.1 | 0.3 | -9.1
COc1ccc(C(=O)NCC2OCCc3ccccc32)cc1OC (configuration not stated) | i | 5.7 | -0.9 | 3.6 | 0.8 | · | -4.5 | -1.1 | -1.3 | 14.5
CNC(=O)Nc1ccccc1NC(=O)NC | 0.7 | -2.8 | -7.0 | -13.9 | 0.5 | -1.6 | 8.2 | 3.7 | -7.4 | 10.8
CC(C)Nc1nc(Oc2ccc(Cl)cc2)cc(C(F)(F)F)n1 | -4.2 | -9.3 | -56.7 | -5.2 | -0.1 | -1.6 | 0.0 | 1.8 | -2.7 | 16.4
O=C(c1ccccc1Cl)N1CCN(S(=O)(=O)N2CCCCC2)CC1 | -1.6 | 4.0 | -16.0&-12.1 | 1.5 | 4.9 | -1.6 | 0.8 | -0.1 | -0.6 | 29.3
Cc1ccc(CN2CC(C(=O)N3CCN(c4ccccc4Cl)CC3)CC2=O)cc1 (configuration not stated) | 0.5 | 6.8 | 15.8 | 7.3 | -0.7 | 1.9 | -1.3 | -3.1 | · | ·
CC1=C(C(=O)N2CCOCC2)CC(CC(=O)NC2CCCC2)C(=O)N1Cc1ccc(C(C)(C)C)cc1 (configuration not stated) | -1.6 | · | · | 7.4 | -0.8 | -0.1 | 8.2 | · | · | ·
COCCOC(=O)c1[nH]c2c(c1C)C(=O)CC(c1ccc(F)cc1)C2 (configuration not stated) | -0.4 | -2.3 | -4.5 | -1.9 | -2.5 | -1.3 | -1.0 | 0.3 | -2.3 | 8.7
CC(=O)C1CCC2C3CCC4CC(=O)CCC4(C)C3C(O)CC12C (configuration not stated) | 3.4 | · | -3.2 | -1.4 | 0.5 | 2.8 | 9.9 | · | · | ·
Cc1ccc(Cn2nc(C)c(C(=O)NCC(c3cccs3)N3CCOCC3)c2Cl)cc1 (configuration not stated) | i | 6.7 | -0.2 | 0.2 | 0.6 | 5.7 | 7.2 | 1.4 | · | ·
O=C(Cn1cnc2cc([N+](=O)[O-])ccc2c1=O)Nc1cccc(S(=O)(=O)N2CCCCC2)c1 | i | · | 5.2 | 6.9 | -0.2 | 0.1 | -5.6 | · | · | ·
COC(=O)c1sc(C(F)(F)F)c(-c2ccccc2)c1S(=O)(=O)NC(C)(C)C | i | -2.2 | -7.2 | 1.9 | -1.7 | -0.6 | 1.1 | -0.1 | 3.9 | 6.1
CCOc1cc(/C=C/C(=O)c2ccc3c(c2)OCCO3)ccc1OCC(=O)N(C)C | i | -4.0 | -5.6 | 4.3 | -0.9 | -1.1 | 11.1 | -3.2 | -1.4 | 33.9
